# Fam108B counter: blocks mouse Fam108B hydrolase in RBBP9 counter-screen. recombinant Fam108B, FP-Rh probe fluorescence polarization. inhibition, % at 9.51 µM. 300,000 tested, 0.33% active. AID 1947;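 active = inhibition above the screen mean inhibition plus 3 SD, computed separately per campaign, cut at about 18% in these data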;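 also: inhibitors lower polarization as less probe binds the enzyme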
# EBNA-1 inh: blocks EBNA-1 binding to DNA; EBNA-1 DNA binding, fluorescence polarization; inhibition, % at 14.8 µM; 300,000 tested, 0.34% active; AID 1950; in the data active = inhibition above about 28%
# ZTA DNA inh: blocks Epstein-Barr virus ZTA, an EBNA-1 counter-screen. P03206. ZTA-DNA binding, fluorescence polarization. inhibition, % at 11 µM. 320,000 tested, 0.15% active. AID 2234; in the data active = inhibition above about 33%
# Target sequence (P03206 whole entry, looked up): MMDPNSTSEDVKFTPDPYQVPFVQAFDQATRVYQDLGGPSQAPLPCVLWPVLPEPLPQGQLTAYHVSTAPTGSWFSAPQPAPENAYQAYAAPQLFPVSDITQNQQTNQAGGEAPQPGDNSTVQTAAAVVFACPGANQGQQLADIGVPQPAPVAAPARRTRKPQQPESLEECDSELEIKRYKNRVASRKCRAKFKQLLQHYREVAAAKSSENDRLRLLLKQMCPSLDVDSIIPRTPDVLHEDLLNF
# MCL1 BIM primary: inhibitors of human MCL1 binding to BIM-BH3 peptide; Q07820; GST-MCL1 / FITC-Bim-BH3 fluorescence polarization; inhibition, % at 10.9 µM; 320,000 tested, 0.68% active; AID 2057;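 active = inhibition above the mean inhibition of all tested compounds plus 3 SD, set per campaign, cut at about 40% in these data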;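 also: 0% = DMSO wells and 100% = unlabeled Bim-BH3 peptide control; higher means more loss of mP so more displacement of Bim peptide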
# Target sequence (Q07820 whole entry, looked up): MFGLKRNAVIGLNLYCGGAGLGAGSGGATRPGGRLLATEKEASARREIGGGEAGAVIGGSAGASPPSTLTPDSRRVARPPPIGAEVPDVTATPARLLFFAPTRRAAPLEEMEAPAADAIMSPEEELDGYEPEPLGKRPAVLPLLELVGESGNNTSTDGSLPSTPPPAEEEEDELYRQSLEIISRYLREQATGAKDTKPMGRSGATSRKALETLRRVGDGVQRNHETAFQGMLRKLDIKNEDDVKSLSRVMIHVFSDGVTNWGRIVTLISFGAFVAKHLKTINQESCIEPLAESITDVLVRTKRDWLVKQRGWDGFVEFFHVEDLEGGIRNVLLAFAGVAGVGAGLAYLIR
# CR mimetic SO: caloric restriction mimetics inhibiting age-related superoxide in yeast; S. cerevisiae aged cells, superoxide DHE fluorescence; stronger effect = lower value; superoxide response (% of plate mean), % at 10 µM; 330,000 tested, 0.18% active; AID 2690;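 active = superoxide response under a set limit, about three screen SD below normal, cut at about 65% in these data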;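 also: yeast aged for seven days with compound at 30 °C before DHE staining; 100% = average MFI of all compound-treated wells on the plate with controls excluded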
# GLD-1 TGE inh: GLD-1-TGE RNA interaction inhibition (C. elegans). 320,000 tested, 0.44% active. purified GLD-1 + fluorescein TGE RNA, fluorescence polarization. Q17339. inhibition, % at 5.96 µM;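 active = percent inhibition above a per-plate cutoff, the plate mean of test compounds plus 3 SD, cut at about 30% in these data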;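 also: 0% = DMSO wells with GLD-1 and probe and 100% = wells lacking GLD-1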
# MEX-5 binding: C. elegans MEX-5 TCR-2 RNA binding activity; activity score (negative = inhibition of binding), % at 10 µM; 300,000 tested, 0.38% active; Q9XUB2; MEX-5/FITC-TCR2 RNA binding, fluorescence polarization; stronger effect = lower value; AID 1832;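 active = inhibition past about -25% in most replicates, and total fluorescence under double the plate's negative control median, limit read from the data; inconclusive = replicates evenly split on the limit, or fluorescence at least double controls; inactive = too little inhibition in most replicates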;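 also: 0% = DMSO and -100% = 5 µM competing unlabeled TCR2 RNA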
# Efflux pump mplx: inhibitors of Candida antifungal efflux pumps expressed in yeast | AID 485275 | 330,000 tested, 0.44% active | S. cerevisiae Candida pump triplex, Nile Red efflux | inhibition, % at 10 µM;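 active = plate passing quality check with inhibition over a set limit, or well fluorescence over plate mean plus 4 SD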;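 also: Nile Red retained in pooled yeast measured as flow cytometry median fluorescence; 0% = buffer negative control and 100% = Enniatin B positive control; higher means more Nile Red kept so more efflux inhibition; some compounds called inactive have numbers as strong as hits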
# BCLXL inh: inhibitors of human Bcl-xL; Q07817; GST-Bcl-xL / FITC-Bim BH3 peptide fluorescence polarization; inhibition, % at 10.9 µM; 320,000 tested, 0.7% active;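 active = inhibition above the mean of all tested compounds plus 3 SD, cutoff set per campaign, cut at about 30% in these data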;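 also: 0% = DMSO wells and 100% = unlabeled Bim-BH3 peptide competitor; inhibitors lower millipolarization by displacing the labeled peptide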
# Target sequence (Q07817 whole entry, looked up): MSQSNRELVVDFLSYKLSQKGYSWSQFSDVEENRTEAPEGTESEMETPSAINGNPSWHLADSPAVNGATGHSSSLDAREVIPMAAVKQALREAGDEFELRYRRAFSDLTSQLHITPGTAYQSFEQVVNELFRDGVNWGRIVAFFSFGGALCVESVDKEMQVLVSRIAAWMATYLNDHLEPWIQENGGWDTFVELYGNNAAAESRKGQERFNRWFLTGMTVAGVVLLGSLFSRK
# The depositor's hits bear a star; ? = inconclusive; . = no result given.
SMILES,Fam108B counter,EBNA-1 inh,ZTA DNA inh,MCL1 BIM primary,CR mimetic SO,GLD-1 TGE inh,MEX-5 binding,Efflux pump mplx,BCLXL inh
Cc1ccc(OCC(=O)N2CCc3ccccc3C2)c(C)c1,3,-24,-10,3,93,-3,-3.3,0.3,3
COc1cccc(Oc2ncnc(N)c2[N+](=O)[O-])c1,1,-4,2,0,90,5,2.2,0.0,4
COC(=O)/C=c1/sc2nc3ccccc3n2c1=O,4,-4,-1,1,101,8,-0.2,0.1,1
CCOc1ccc(CN2C(=O)c3ccccc3C2=O)cc1C(=O)N1CCC(C(N)=O)CC1,-3,-5,12,1,86,3,-3.8,0.4,-1
C/C(=N/O)c1cccc(N2Cc3ccccc3C2)c1,2,-13,4,-7,111,-3,0.4,0.0,-2
O=C(c1cc2nc(-c3ccco3)cc(C(F)(F)F)n2n1)N1CCc2ccccc2C1,0,4,-1,-1,96,6,-3.0,-0.1,0
CCC(Sc1nc2ccccc2s1)C(=O)Nc1nnc(C)s1 (stereo not drawn),-2,3,0,-1,100,2,-3.7,-0.1,2
Cc1cc(OCc2cc(C(=O)NC3CCC3)no2)cc(C)c1Cl,-2,-22,-11,0,112,-3,0.4,0.0,3
O=C(Nc1nnc(-c2ccc(Cl)cc2)o1)c1nc2ccccc2s1,-1,8,7,9,96,5,0.1,0.1,8
CCOC(=O)c1c(N2C(=O)C=CC2=O)sc(C)c1C,-5,10,2,21,118,6,-0.3,-0.1,3
O=C(Nc1ccccc1)c1ccc(-c2ccc([N+](=O)[O-])cc2)o1,-4,-14,-2,-8,96,2,3.3,-0.1,-3
Cc1cc(=O)oc2cc(OCC(=O)N/N=C/c3ccccc3[N+](=O)[O-])ccc12,-9,-7,9,-8,95,-4,0.8,0.3,-21
Cc1cc(C)c(C)c(OCCn2ccnc2)c1,2,-3,-4,4,107,3,-1.1,0.1,2
CC(=O)c1cccc(NC(=O)C(C)OC(=O)Cc2c[nH]c3ccccc23)c1 (stereo not drawn),0,-1,-12,0,95,3,0.7,-0.2,1
CN(Cc1ccccc1)C(=O)c1nn2cccnc2c1Cl,-2,-13,-6,3,104,6,-0.5,0.1,1

# The list goes on; the last 2 above are carried over.
SMILES,Fam108B counter,EBNA-1 inh,ZTA DNA inh,MCL1 BIM primary,CR mimetic SO,GLD-1 TGE inh,MEX-5 binding,Efflux pump mplx,BCLXL inh
CC(=O)c1cccc(NC(=O)C(C)OC(=O)Cc2c[nH]c3ccccc23)c1 (stereo not drawn),0,-1,-12,0,95,3,0.7,-0.2,1
CN(Cc1ccccc1)C(=O)c1nn2cccnc2c1Cl,-2,-13,-6,3,104,6,-0.5,0.1,1
Cc1cccc(S(=O)(=O)Nc2ccc(-c3cn4ccccc4n3)cc2)c1,-5,-6,-22,2,109,9,-3.8,-5.8,5
O=C(NCCCN1CCOCC1)c1cccc(S(=O)(=O)NCc2ccccc2)c1,1,-3,18,10,102,-1,-0.4,-0.1,2
Cn1c(CNC(=O)C2CCCCC2)cc2ccccc21,-2,3,-11,-4,110,-1,0.0,0.0,-2
COc1cccc(-c2nc(CS(=O)(=O)CC(=O)NCCN3CCOCC3)c(C)o2)c1,0,-3,-12,-1,126,-5,2.8,0.0,-3
O=C(CCC(=O)OCC(=O)c1ccc([N+](=O)[O-])cc1)Nc1ccccc1Cl,-1,17,-8,7,99,4,1.1,0.0,5
Oc1ccc(-c2nc(=S)[nH][nH]2)cc1,2,3,-13,11,80,5,-7.2,0.1,16
N/N=C(\c1ccccc1)c1cc(Cl)ccc1N,-1,-1,17,11,103,-3,0.2,0.0,10
Cc1ccc(OCc2nc(-c3ccccc3)no2)c(C)c1,4,2,0,-2,98,-8,-1.3,-0.1,-1
COc1ccc(Nc2oc(COc3ccccc3F)nc2C#N)cc1,-9,-8,-5,-14,103,-3,-2.3,-0.1,-7
Cn1c(SCC(=O)N2CCOCC2)nnc1-c1ccc(Cl)cc1Cl,1,8,-5,2,88,3,2.3,0.2,4
O=C(CCc1ccccc1)N1CCN(c2ccc(F)cc2)CC1,4,-2,-5,-1,86,-3,1.8,0.0,10
CCC1OC23CCCCC2C(C#N)(C(=N)O3)C1(C#N)C#N (stereo not drawn),0,10,-4,78*,91,57*,0.1,-0.1,77*
O=C(NC(=S)Nc1ccc(Cl)c(C(=O)O)c1)c1cccc(COc2ccccc2)c1,-4,10,18,7,98,-7,-4.1,0.1,4
COc1ccc(/C=N/NC(=O)c2cccc(Br)c2)cc1Cn1cc(Cl)cn1,-5,4,3,4,99,6,-1.2,-0.2,4
CCCCCCOc1ccc(C(CC(N)=O)C(=O)O)cc1 (stereo not drawn),-3,-4,-14,4,111,-5,1.3,-0.1,2
O=C(O)Cc1ccc(N=Nc2c(O)c(C(=O)O)cc3ccccc23)cc1,-2,0,-17,43*,103,6,-1.9,-0.2,26
O=C(c1cccc([N+](=O)[O-])c1)N1CCN(c2ccccn2)CC1,0,4,-11,10,105,6,3.8,0.2,4
CCC(CC)C(=O)c1c[nH]c(C(=O)NCc2cccnc2)c1,2,0,6,3,93,2,0.1,0.0,6
O=C(COc1ccc2ccccc2c1)NNC(=O)c1cnccn1,-3,-7,5,-4,120,2,1.8,0.3,2
CC1Cc2cc(/C(O)=C3/C(=O)C(=O)N(CCN4CCOCC4)C3c3ccc([N+](=O)[O-])cc3)ccc2O1 (stereo not drawn),-1,1,1,3,110,1,0.9,0.2,2
COc1ccccc1CC(NC(C)=O)C(=O)NC1CCN(C(=O)c2ccc([N+](=O)[O-])cc2)CC1 (stereo not drawn),1,-2,-2,-5,97,-3,-2.1,0.2,3
O=C(COc1cccc(NC(=O)c2ccco2)c1)c1ccccc1,-5,-8,2,19,102,-2,2.3,-0.1,3
COC(=O)c1c(C)oc(C)c1S(=O)(=O)N1CCCC1,3,-14,3,5,111,2,0.5,0.0,2
CCOc1ccc(NC(=O)c2nn(-c3ccc(OC)cc3OC)c(=O)c3ccccc23)cc1,-2,2,9,-4,107,6,-1.3,-0.1,4
O=C(CSCc1ccc(Cl)cc1)NCCSCc1ccco1,0,3,5,5,108,-6,-0.2,0.0,7
N#C/C(=C\c1ccccc1)C(=O)NCc1ccc(F)cc1,0,6,24,-5,101,-11,1.8,-0.1,-4
COc1cc(NC(=O)Nc2cccc(C(C)=O)c2)cc(OC)c1OC,7,-5,-15,-4,88,4,-0.6,-0.1,6
CCC1CCCCN1CCCNC(=O)c1ccc2c(c1)N(Cc1c(F)cccc1Cl)C(=O)CS2 (stereo not drawn),-3,-11,6,6,101,4,0.0,0.1,5
Cc1cc(Cl)ccc1OC(C)C(=O)Nc1ccc([N+](=O)[O-])cn1 (stereo not drawn),2,0,-4,-3,84,-2,0.9,-0.1,-1
CN(NC(=O)NN)c1ncc(C(F)(F)F)cc1Cl,-3,-5,1,0,96,6,-2.0,0.1,-2

# Single records (already shown).
# Cc1ccc(OCC(=O)N2CCc3ccccc3C2)c(C)c1 as listed: Fam108B counter: 3; EBNA-1 inh: -24; ZTA DNA inh: -10; MCL1 BIM primary: 3; CR mimetic SO: 93; GLD-1 TGE inh: -3; MEX-5 binding: -3.3; Efflux pump mplx: 0.3; BCLXL inh: 3
# CCOc1ccc(NC(=O)c2nn(-c3ccc(OC)cc3OC)c(=O)c3ccccc23)cc1 as listed: Fam108B counter: -2; EBNA-1 inh: 2; ZTA DNA inh: 9; MCL1 BIM primary: -4; CR mimetic SO: 107; GLD-1 TGE inh: 6; MEX-5 binding: -1.3; Efflux pump mplx: -0.1; BCLXL inh: 4

# The list goes on.
SMILES,Fam108B counter,EBNA-1 inh,ZTA DNA inh,MCL1 BIM primary,CR mimetic SO,GLD-1 TGE inh,MEX-5 binding,Efflux pump mplx,BCLXL inh
COc1ccc(NC(=O)CCN2CCCCC2)cc1,4,21,9,2,88,3,2.5,0.0,-2
Cc1ccc(CNc2ncnc(N)c2[N+](=O)[O-])cc1,3,-6,-8,7,100,4,3.2,-0.1,4
O=C(NCSc1ccnc(SCNC(=O)c2ccc(F)cc2)n1)c1ccc(F)cc1,-1,-2,9,13,95,-6,-0.9,0.0,11
COc1ccccc1N1C(=O)S/C(=C\c2cc(C)n(C)c2C)C1=O,2,13,17,17,96,-11,?,-0.3,1
Cc1cccnc1CCNC(=O)CC1C(=O)NCCN1CC1CCCCC1 (stereo not drawn),1,-3,-3,13,95,6,-3.0,-0.2,15
O=C(Nc1ccc2nc3ccccc3nc2c1)c1ccc(Br)cc1,-44,4,7,24,99,5,-13,0.0,30
O=C(O)c1ccc(S(=O)(=O)N(CCc2ccccc2)Cc2ccc(Cl)cc2)cc1,0,3,-11,2,97,-1,1.2,-0.2,7
CC(C)CCN1CCC(C)(NC(=O)c2ccccc2)C1=O (stereo not drawn),.,.,-11,-4,104,-3,.,0.7,-5
CC(=O)N1CCc2cc(S(=O)(=O)CCC(=O)Nc3ccccc3F)ccc21,-1,5,8,2,101,5,-3.6,0.1,3
O=C(NCc1ccccn1)C1CC(c2ccccc2Cl)=NO1 (stereo not drawn),3,5,-7,4,92,1,0.7,0.0,0
COc1ccc(NC(=O)c2ccc3ccccc3c2OC)cc1,1,-5,-13,0,105,1,1.0,-0.1,2
Cc1cccc(N2CCN(C(=O)NCc3ccc(F)cc3)CC2)c1C,-3,-3,-14,1,111,5,-0.3,-0.1,1
NC(=O)c1ncn([C@@H]2O[C@H](CO)[C@@H](O)[C@H]2O)c1O,2,0,4,8,102,8,2.0,0.1,6
CCCCn1c(N)c(N(CC(C)C)C(=O)C2CCN(S(=O)(=O)c3ccc(C)cc3)CC2)c(=O)[nH]c1=O,1,-7,-13,-8,93,7,-5.4,0.1,-7
O=C(CCNC(=O)c1ccccc1Cl)NCc1cccnc1,-2,6,14,-18,82,3,1.0,0.1,-4
O=C(O)CCCC(=O)Nc1ccc(Sc2ccc([N+](=O)[O-])cc2)cc1,-3,4,2,10,99,-6,-0.1,-0.2,4
C=CCn1c(Cc2ccccc2)n[nH]c1=S,-4,3,-2,6,103,3,-0.7,0.0,-3
O=[N+]([O-])c1ccccc1OCCN1CCCC1,3,12,6,7,101,2,-1.5,-0.2,5
CCNC(=S)NCc1ccco1,2,7,-3,14,79,-1,-0.6,0.0,4
CCOC(=O)C1=C(CS(=O)(=O)c2ccccc2)NC(=O)NC1c1ccccc1OC (stereo not drawn),2,4,18,1,128,-4,-2.7,0.0,1

# Molecules from the list above that have a COOH group, in the order listed:
SMILES,Fam108B counter,EBNA-1 inh,ZTA DNA inh,MCL1 BIM primary,CR mimetic SO,GLD-1 TGE inh,MEX-5 binding,Efflux pump mplx,BCLXL inh
O=C(NC(=S)Nc1ccc(Cl)c(C(=O)O)c1)c1cccc(COc2ccccc2)c1,-4,10,18,7,98,-7,-4.1,0.1,4
CCCCCCOc1ccc(C(CC(N)=O)C(=O)O)cc1 (stereo not drawn),-3,-4,-14,4,111,-5,1.3,-0.1,2
O=C(O)Cc1ccc(N=Nc2c(O)c(C(=O)O)cc3ccccc23)cc1,-2,0,-17,43*,103,6,-1.9,-0.2,26
O=C(O)c1ccc(S(=O)(=O)N(CCc2ccccc2)Cc2ccc(Cl)cc2)cc1,0,3,-11,2,97,-1,1.2,-0.2,7
O=C(O)CCCC(=O)Nc1ccc(Sc2ccc([N+](=O)[O-])cc2)cc1,-3,4,2,10,99,-6,-0.1,-0.2,4

# Source: PubChem (several laboratories)
